Screening results: PubChem BioAssay, National Center for Advancing Translational Sciences (NCATS)
ELG1 genotoxic: inducers of genotoxicity in HEK293T ELG1-luciferase cells; HEK293T ELG1-luciferase reporter, luminescence, 16 h; Potency, µM (titrated, usually from 46 µM), for inactives: at the top dose activity change, positive = activation, most hits filed as activators; 330,000 compounds, 1.3% hits; AID 504466; also: % of control where 0% means no effect; nearly all actives have a fitted effect of over 60% in size
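Genotoxicity was scored as increased ELG1-luciferase reporter signal, measured by ONE-Glo luminescence (30 min, room temperature). Compound or vehicle exposure of the HEK293T reporter cells lasted 16 hr at 37°C.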
MBNL1 CUG block: MBNL1-poly(CUG) RNA binding inhibition; Potency, µM (top dose mostly 57.5 µM), without a hit: top-dose activity change, negative = inhibition, actives largely listed as inhibitors; Q9NR56; TR-FRET MBNL1-His/biotin-(CUG)12 binding, 665/545 ratio; 280,000 compounds, 0.036% hits; active = well fitted inhibition curve with a large enough effect in the signal ratio, with a control signal flat, not every such curve was filed as active; inconclusive = small, poorly fitted or top-dose-only effect, or effect the other way, or a change in a side signal; inactive = no such curve, though single readings can be large or run the other way; the % refers to the signal ratio; also: % is scaled to controls: 0 for no effect and ±100 for the full control effect
Target sequence (Q9NR56 whole entry, looked up): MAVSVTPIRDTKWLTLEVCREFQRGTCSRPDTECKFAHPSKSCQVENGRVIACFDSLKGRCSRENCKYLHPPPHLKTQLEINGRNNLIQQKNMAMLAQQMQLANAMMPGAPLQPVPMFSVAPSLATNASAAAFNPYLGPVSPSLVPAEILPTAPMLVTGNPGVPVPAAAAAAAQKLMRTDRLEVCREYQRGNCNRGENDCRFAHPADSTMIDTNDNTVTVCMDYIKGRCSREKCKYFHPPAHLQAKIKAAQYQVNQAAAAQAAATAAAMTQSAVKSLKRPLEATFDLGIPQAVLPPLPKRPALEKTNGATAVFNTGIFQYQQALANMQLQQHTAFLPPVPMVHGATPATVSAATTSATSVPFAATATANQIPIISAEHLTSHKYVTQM
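TR-FRET between His-tagged MBNL1 and biotin-(CUG)12 RNA, detected with Tb anti-His antibody (0.055 ng/ul) and streptavidin-XL665 (5 nM), 60 min at room temperature. Compounds titrated 92 nM to 58 uM; 665/545 nm ratio normalized to buffer and complex controls.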
NPC1 promoter act: NPC1 promoter activation. Huh7 NPC1 promoter luciferase reporter, 24 h. Potency, µM (titrated, usually from 9.22 µM), for the others: top-dose activation, hits mostly activators. 320,000 compounds, 2.4% hits. AID 485313;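 also: % of control where 0% means no effect; nearly all actives have a fitted effect of over 60% in size; reporter is driven by a mutant NPC1 promoter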
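Readout is luciferase luminescence, reflecting NPC1 promoter activation in stably transfected Huh7 cells after 24 h compound exposure at 37 °C in reduced-serum medium with 10% FBS.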
p53 reactivator: restores transcriptional activity of mutant p53; 320,000 compounds, 0.063% hits; Potency, µM (titrated, usually from 92.2 µM), without a hit: top-dose activity change, positive = activation, most hits filed as activators; H1299 p53-A138V BP100-luciferase reporter, luminescence, 24 h; also: % of control where 0% means no effect; nearly all actives have a fitted effect of over 45% in size
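H1299 (p53-null), stable ts p53-A138V + BP100-Luc; 1000 cells/well, Opti-MEM/10% FBS; cpd 4 pt, 1:5; 24 h, 37 deg C, 5% CO2; detection reagent 10 min RT; luminescence.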
FLuc modulator: counter-screen for miR-21 project: firefly luciferase inhibitors or activators. P08659. purified FLuc, Km substrates, luminescence inhibition. Potency, µM (series often up to 57.5 µM), for inactives: at the highest dose activity change, negative = inhibition, actives largely listed as inhibitors. 360,000 compounds, 6.9% hits;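 also: plate controls were vehicle for no effect and reference inhibitor for full effect; nearly all actives have a fitted effect of over 55% in size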
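Biochemical qHTS of compounds, final roughly 60 µM downward over six points, against 10 nM purified firefly luciferase using Km concentrations of substrates (10 uM D-luciferin, 10 uM ATP) in Tris acetate pH 7.5 buffer; luminescence output.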
BRCA1 expr act: BRCA1 expression activation | MCF7-BRCA1-FFLuc reporter, luminescence, 48 h; response scale: scaled: vehicle 0%, 10 µM genistein 100% | Potency, µM (highest dose often 46.1 µM), for inactives: at the top dose activation, hits mostly activators | 380,000 compounds, 1.1% hits; also: nearly all actives have a fitted effect of over 80% in size; some results filed as inactive show a strong effect at the top dose
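MCF7 cells carrying a BRCA1-firefly luciferase reporter (2000 cells/well, phenol-red free MEM) were attached for 2 h at 37 °C, then given compounds for 48 h. Luminescence was read 15 min after luciferase reagent; activity normalized to genistein (10 microM) and DMSO.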
VP16 counter: inhibits Gal4-VP16 luciferase reporter, ROR gamma counter-screen; Drosophila S2 Gal4-VP16 UAS-luciferase, luminescence, 20 h; Potency, µM (titrated, usually from 53.6 µM), inactives show at the top dose activity, negative = inhibition, actives largely listed as inhibitors; 310,000 compounds, 3.5% hits; AID 2546;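 also: Gal4-VP16 expression switched on by copper sulfate through the metallothionein promoter; % is scaled to controls: 0 for no effect and ±100 for the full control effect; nearly all actives have a fitted effect of over 50% in size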
RORgamma inh: blocks mouse ROR gamma transcriptional activity; P51450; Drosophila S2 Gal4-RORgamma UAS-luciferase reporter, 20 h; Potency, µM (doses to about 53.6 µM), for the others: at the top dose activity change, negative = inhibition, usual class: inhibitors; 310,000 compounds, 5.4% hits; AID 2551; also: % is scaled to controls: 0 for no effect and ±100 for the full control effect; nearly all actives have a fitted effect of over 60% in size
Target sequence (P51450 whole entry, looked up, the tested form may be a part): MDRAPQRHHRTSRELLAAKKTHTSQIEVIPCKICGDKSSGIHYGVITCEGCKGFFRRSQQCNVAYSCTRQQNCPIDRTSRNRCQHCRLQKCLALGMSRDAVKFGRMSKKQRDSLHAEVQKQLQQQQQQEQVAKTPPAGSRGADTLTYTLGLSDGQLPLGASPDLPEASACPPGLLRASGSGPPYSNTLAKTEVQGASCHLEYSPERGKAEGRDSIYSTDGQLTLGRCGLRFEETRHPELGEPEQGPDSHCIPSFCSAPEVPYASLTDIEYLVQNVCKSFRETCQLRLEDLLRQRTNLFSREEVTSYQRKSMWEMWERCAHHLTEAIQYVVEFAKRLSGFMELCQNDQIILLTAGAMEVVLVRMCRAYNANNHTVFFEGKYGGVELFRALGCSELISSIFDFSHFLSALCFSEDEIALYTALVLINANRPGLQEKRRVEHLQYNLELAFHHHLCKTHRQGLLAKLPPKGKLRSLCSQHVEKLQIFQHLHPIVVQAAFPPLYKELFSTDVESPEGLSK
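In this cell-based reporter format, copper sulfate (700 uM final) drives Gal4–ROR gamma fusion expression from a metallothionein promoter in Drosophila Schneider cells; compounds preincubated 1 hr, reporter read after 20 hr at ambient temperature.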
Rab9 promoter act: activators of Rab9 promoter; Huh7 Rab9 promoter-luciferase reporter, luminescence, 24 h; Potency, µM (doses to about 9.22 µM), without a hit: at the highest dose activation, negative = inhibition, hits mostly activators; 320,000 compounds, 2.8% hits; also: % of control where 0% means no effect; nearly all actives have a fitted effect of over 60% in size
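Luciferase signal after 10 min detection reagent at ambient indicates Rab9 promoter upregulation; stably transfected Huh7 cells were treated 24 h with compound in DMSO at 37 °C, 5% CO2.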
uPA surface inh: cell surface uPA generation inhibition; 330,000 compounds, 0.31% hits; Potency, µM (series often up to 38.3 µM), inactives show at the highest dose activity change, negative = inhibition, most hits filed as inhibitors; cell surface uPA generation assay, qHTS; AID 540303; active = well fitted inhibition curve with a large enough effect; inconclusive = small, poorly fitted or top-dose-only effect; inactive = no such curve, though single readings can be large or run the other way; tested in mouse RAW 264.7 cells; also: % is scaled to controls: 0 for no effect and ±100 for the full control effect; nearly all actives have a fitted effect of over 55% in size
MLL CXXC-DNA inh: MLL CXXC-DNA interaction inhibition | MLL-CXXC / FITC-HOXA9 DNA fluorescence polarization | Potency, µM (highest dose often 115 µM), inactives show at the top dose activity change, negative = inhibition, most hits filed as inhibitors | 290,000 compounds, 0.037% hits | AID 2662; active = well fitted inhibition curve with a large enough effect in the polarisation, with a control signal flat, not every such curve was filed as active; inconclusive = small, poorly fitted or top-dose-only effect, or effect the other way, or a change in a side signal; inactive = no such curve, though single readings can be large or run the other way; the % refers to the polarisation
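Steps: dispense CXXC domain solution (7 uM) → pin compounds or unlabeled HOX-A9 DNA control → 5 min ambient → add FLSN-HOX-A9 solution (50 nM) → spin → 30 min ambient → fluorescence polarization. Tris pH 7.5/NaCl/DTT/BSA buffer.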
Numbers without * were called inactive; u = inconclusive; x = no result given. Unless noted, calls follow the shape of the dose curve; as a rule, active = well fitted curve in the direction sought with a large enough effect; inconclusive = small, poorly fitted or top-dose-only effect, or another doubt; inactive = no such curve, though single readings can be large; an effect the other way counts as inactive or inconclusive. Potency is read from the fitted curve at half-maximal effect.

#1 CC1=NN2C(=N)/C(=C\c3cc(C)n(Cc4ccccc4)c3C)C(=O)N=C2S1
#2 O=C(COc1ccc(Br)cc1)NCCNC(=O)c1ccccn1
#3 CC(=O)Nc1ccc(C(=O)Nc2ccc(S(=O)(=O)N3CCCCC3)cc2)cc1
#4 Cc1ccc2nc(-c3ccc(NC(=O)CN4CCN(c5ccccn5)CC4)cc3)sc2c1
#5 CC(NCC1(N2CCOCC2)CCCCC1)C(=O)N1CCc2ccccc21 (stereo not given)
#6 Nn1c(Cc2cccc3ccccc23)nnc1SCCOc1ccc(F)cc1
#7 Cc1nc([N+](=O)[O-])cn1CC(=O)c1ccc(Cl)cc1
#8 O=C(O)CC1S/C(=N/N=C/C=C/c2ccccc2[N+](=O)[O-])NC1=O (stereo not given)

assay / entry | 1 | 2 | 3 | 4 | 5 | 6 | 7 | 8
ELG1 genotoxic | -4% | -5% | -9% | u | 0% | -5% | 0% | -1%
MBNL1 CUG block | -2% | 0% | -1% | 11% | 3% | -13% | 19% | u
NPC1 promoter act | 0% | 2% | -1% | u | -6% | -6% | 0% | 2%
p53 reactivator | -2% | 2% | -1% | 8% | 2% | -6% | -4% | -1%
FLuc modulator | u | -2% | 3% | 11µM* | 5% | 4% | 0% | 0%
BRCA1 expr act | -3% | -2% | -15% | u | -17% | -46% | 9% | 13%
VP16 counter | -6% | -6% | -1% | u | -1% | -1% | -7% | 0%
RORgamma inh | 12% | 8% | 9% | u | -7% | 36% | -3% | 4%
Rab9 promoter act | -1% | -1% | 3% | u | 1% | -2% | 0% | 0%
uPA surface inh | -7% | 2% | 0% | 0% | 1% | -12% | -3% | 0%
MLL CXXC-DNA inh | 5% | u | 13% | 7% | 4% | 4% | u | 0%

#9 CCNC(=S)N(CCc1cccc(C)c1)Cc1cc2cc(OC)c(OC)cc2[nH]c1=O
#10 CCc1ccc2c(c1)C(C)=CC(C)(C)N2
#11 CCn1c(NC(=O)c2ccc(COc3ccc(C)cc3[N+](=O)[O-])o2)nc2ccccc21
#12 CCOc1ccc(N(CC(=O)NCc2ccc(Cl)cc2)S(=O)(=O)c2ccccc2)cc1
#13 CN(Cc1ccc(F)cc1)Cc1nc(CCc2ccccc2)no1
#14 O=C(Nc1cccc(S(=O)(=O)N2CCCC2)c1)c1cccnc1
#15 O=C(NCc1ccccc1)C1=C[C@@H](c2csc3ccccc23)C[C@@H](OCc2ccc(CO)cc2)O1
#16 Nc1c(C(=O)O)nnn1Cc1ccccc1
#17 COc1cccc(C(=O)Nc2nnc(C3CCCO3)s2)c1 (stereo not given)
#18 O=C(NC1CCN(Cc2ccccc2)CC1)C(NS(=O)(=O)c1cccc2nsnc12)c1ccccc1 (stereo not given)

assay / entry | 9 | 10 | 11 | 12 | 13 | 14 | 15 | 16 | 17 | 18
ELG1 genotoxic | -2% | 4% | -18% | -1% | -1% | -4% | -8% | 3% | u | 0%
MBNL1 CUG block | -3% | -2% | 1% | 0% | -6% | 6% | 0% | 6% | 0% | u
NPC1 promoter act | -5% | 8% | -1% | 1% | 0% | -4% | 4% | -1% | 2.8µM* | -1%
p53 reactivator | -4% | 5% | -2% | 0% | 3% | 14% | -1% | 1% | 23% | 10%
FLuc modulator | -13% | 2% | 0% | 3% | -2% | 0% | -2% | 0% | 15µM* | -4%
BRCA1 expr act | -30% | 1% | 1% | -40% | -37% | -46% | -45% | 10% | 68% | -4%
VP16 counter | -9% | -4% | 5µM* | -2% | -8% | 3% | -12% | 7% | 8% | -16%
RORgamma inh | 23% | -14% | 2.2µM* | -1% | 1% | -8% | u | 0% | u | 20%
Rab9 promoter act | 2% | -2% | -1% | -4% | -1% | 3% | -4% | -3% | 2.2µM* | -2%
uPA surface inh | -9% | 10% | x | 8% | 9% | -2% | u | 0% | 1% | 18%
MLL CXXC-DNA inh | 10% | -2% | 8% | 16% | u | -6% | 26% | -4% | -2% | -6%

Of the compounds above, seven have four or more nitrogen atoms:
#1 CC1=NN2C(=N)/C(=C\c3cc(C)n(Cc4ccccc4)c3C)C(=O)N=C2S1
#4 Cc1ccc2nc(-c3ccc(NC(=O)CN4CCN(c5ccccn5)CC4)cc3)sc2c1
#6 Nn1c(Cc2cccc3ccccc23)nnc1SCCOc1ccc(F)cc1
#8 O=C(O)CC1S/C(=N/N=C/C=C/c2ccccc2[N+](=O)[O-])NC1=O (stereo not given)
#11 CCn1c(NC(=O)c2ccc(COc3ccc(C)cc3[N+](=O)[O-])o2)nc2ccccc21
#16 Nc1c(C(=O)O)nnn1Cc1ccccc1
#18 O=C(NC1CCN(Cc2ccccc2)CC1)C(NS(=O)(=O)c1cccc2nsnc12)c1ccccc1 (stereo not given)

assay / entry | 1 | 4 | 6 | 8 | 11 | 16 | 18
ELG1 genotoxic | -4% | u | -5% | -1% | -18% | 3% | 0%
MBNL1 CUG block | -2% | 11% | -13% | u | 1% | 6% | u
NPC1 promoter act | 0% | u | -6% | 2% | -1% | -1% | -1%
p53 reactivator | -2% | 8% | -6% | -1% | -2% | 1% | 10%
FLuc modulator | u | 11µM* | 4% | 0% | 0% | 0% | -4%
BRCA1 expr act | -3% | u | -46% | 13% | 1% | 10% | -4%
VP16 counter | -6% | u | -1% | 0% | 5µM* | 7% | -16%
RORgamma inh | 12% | u | 36% | 4% | 2.2µM* | 0% | 20%
Rab9 promoter act | -1% | u | -2% | 0% | -1% | -3% | -2%
uPA surface inh | -7% | 0% | -12% | 0% | x | 0% | 18%
MLL CXXC-DNA inh | 5% | 7% | 4% | 0% | 8% | -4% | -6%

Only part of the results is shown; rates above refer to the full screens.
